Vif inh: HIV Vif inhibition; inhibition, % at 7.49 µM; 340,000 compounds, 0.35% hits; AID 602346; HEK293T cells, Vif self-association by quenched fluorescence, imaging, 24 h; in the data active means inhibition above about 50%, passing the limit was not always enough; inconclusive means no clear call, values can overlap the other calls; inactive means below about 31%; further: some results filed as inactive read as strong as hits
Granule exo inh: blocks lytic granule exocytosis; 360,000 compounds, 0.66% hits; TALL-104 LAMP-1 surface exposure, flow cytometry; cells stimulated with thapsigargin and PMA; inhibition, % at 10 µM;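 active means inhibition above about 55%, limit read from the data; inconclusive means no clear call, values can overlap the other calls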
HIF-2a inh: inhibitors of HIF-2a. 786-0 RCC cells HIF-2a reporter, luciferase luminescence, overnight. inhibition, % at 18.8 µM. 360,000 compounds, 0.72% hits;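 active means inhibition of the luminescence signal of 40% or more relative to plate controls, in a single-dose primary screen at 18.75 µM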
CaV13 FRET inh: Primary screen for inhibitors of IQ motif and Ca2+-dependent inactivation inhibitor domain binding in CACNA1D, Förster resonance energy transfer in living cells, …; HEK cells, CFP/YFP FRET ICDI-IQ, plate reader, 10 min; percent FRET-ratio fall versus neutral wells; inhibition, % at 12.3 µM; 340,000 compounds, 0.098% hits; AID 743397;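 active means mean replicate inhibition of at least 30% and at least 1% of replicates passing that level; inconclusive means only one of the two criteria is met; inactive means neither criterion is met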;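 further: 0% = median of the neutral control wells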
PDI inh: inhibitors of human protein disulfide isomerase; AID 588391; PDI insulin aggregation turbidity, A650, 90 min; inhibition, % at 10 µM; 350,000 compounds, 0.052% hits; P07237;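 active means mean inhibition across replicates of 30% or more, whatever share of single replicates reach that level; inconclusive means mean inhibition below 30% while every single replicate reaches 30%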;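 further: absorbance from insulin aggregation driven by PDI reduction with DTT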
Target sequence (P07237 whole entry, looked up): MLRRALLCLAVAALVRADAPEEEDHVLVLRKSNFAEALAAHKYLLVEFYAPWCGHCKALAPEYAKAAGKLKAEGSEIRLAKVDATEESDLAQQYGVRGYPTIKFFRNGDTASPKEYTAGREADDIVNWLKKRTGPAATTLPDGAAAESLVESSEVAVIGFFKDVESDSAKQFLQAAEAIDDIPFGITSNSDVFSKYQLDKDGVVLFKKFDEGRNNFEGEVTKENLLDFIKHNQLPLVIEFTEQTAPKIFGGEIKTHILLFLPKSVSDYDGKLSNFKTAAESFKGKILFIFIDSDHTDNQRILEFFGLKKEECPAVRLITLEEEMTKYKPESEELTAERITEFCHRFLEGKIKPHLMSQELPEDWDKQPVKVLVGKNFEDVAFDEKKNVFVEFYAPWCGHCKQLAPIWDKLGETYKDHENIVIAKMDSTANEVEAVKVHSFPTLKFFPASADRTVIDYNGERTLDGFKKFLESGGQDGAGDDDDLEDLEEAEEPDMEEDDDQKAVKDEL
NR2E3 ag-1: activates human photoreceptor nuclear receptor NR2E3 | 320,000 compounds, 0.12% hits | inhibition of corepressor binding, % at 4.78 µM | Q9Y5X4 | AID 2300 | GST-NR2E3/biotin-RetCOR TR-FRET, 1536-well;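 active means percent inhibition above the cutoff of mean plus 3 SD of all tested compounds, set per screening campaign, cut at about 20% in these data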;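 further: 0% = DMSO wells and 100% = biotin wells as full block of FRET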
Target sequence (Q9Y5X4 whole entry, looked up): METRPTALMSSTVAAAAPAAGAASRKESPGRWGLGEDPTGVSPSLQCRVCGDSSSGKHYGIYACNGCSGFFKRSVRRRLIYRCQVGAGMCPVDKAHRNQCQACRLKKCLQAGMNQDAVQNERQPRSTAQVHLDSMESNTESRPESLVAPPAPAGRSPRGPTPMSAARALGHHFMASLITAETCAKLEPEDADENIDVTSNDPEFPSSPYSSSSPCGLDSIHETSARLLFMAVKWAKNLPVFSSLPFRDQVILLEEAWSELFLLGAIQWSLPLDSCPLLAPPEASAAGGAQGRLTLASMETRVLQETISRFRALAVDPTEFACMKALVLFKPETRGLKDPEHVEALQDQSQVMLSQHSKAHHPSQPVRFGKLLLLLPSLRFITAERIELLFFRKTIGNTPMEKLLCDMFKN
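Assay system: NR2E3–RetCOR corepressor complex. Quantity: 1.35 nM GST-NR2E3. Buffer or medium: pH 7.5 Tris-based buffer. Reagent: biotinylated RetCOR corepressor at 7 nM final. Schedule: 5 h at 4 °C. Detection: TR-FRET, emission read at 617 and 671 nm. Replicates: one well per compound, singlicate testing.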
Peg3 prom inh: inhibitors of Peg3 promoter | HeLa PEG-Prom luciferase reporter, luminescence, overnight | inhibition, % at 20 µM | 360,000 compounds, 1.7% hits | AID 588405;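 active means inhibition of at least 50% at 20 µM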
MITF TRPM1 inh: reduces MITF-dependent TRPM1 promoter luciferase signal. SK-MEL-5 TRPM1 promoter luciferase, 24 h. inhibition, % at 12.5 µM. 330,000 compounds, 0.83% hits. AID 488899;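 active means mean inhibition across replicates of 60% or more, whatever share of single replicates reaches that level; inconclusive means some that reach 60%, reason not given; inactive means mean inhibition across replicates below 60%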; further: values of inactives mirror those of a sister screen read the other way
iPSC survival up: increases survival of single human iPS cells | 360,000 compounds, 0.044% hits | survival enhancement, % at 20 µM | hiPSC single-cell survival, ATPlite luminescence; 100% = ROCK inhibitor wells, 0% = DMSO | AID 602274; in the data active means survival enhancement above about 18%;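 further: cells exposed to compounds for 16 hours before the ATP read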
NR2E3 ag-2: activates human NR2E3 receptor; AID 602229; 360,000 compounds, 0.35% hits; inhibition of corepressor binding, % at 3.98 µM; CHO-S Gal4-NCOR/VP16-NR2E3 two-hybrid, luciferase; Q9Y5X4;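 active means inhibition above the mean of all tested compounds plus 3 SD, cut at about 70% in these data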;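 further: 0% = DMSO with NR2E3 transfected cells and 100% = cells lacking NR2E3 construct; higher means lower luciferase signal from less NR2E3 corepressor binding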
aDG glyco act: increases alpha dystroglycan glycosylation | activation, % at 10 µM | 360,000 compounds, 0.22% hits | Pro5-aDG cells, alpha-DG glycosylation AlphaScreen (IIH6); 0% Pro5, 100% B10-LARGE cell signal | AID 624168;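 active means activation of at least 8% versus controls, or a plate z-score of at least 8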;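 further: Pro5 are CHO cells carrying HIG-tagged alpha-DG that lacks glycosylation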
Active calls of the source: *; ? = inconclusive; nt = no result given.

Each structure is followed by: Vif inh	Granule exo inh	HIF-2a inh	CaV13 FRET inh	PDI inh	NR2E3 ag-1	Peg3 prom inh	MITF TRPM1 inh	iPSC survival up	NR2E3 ag-2	aDG glyco act
- COC(=O)c1c(NC(=O)Cn2cc([N+](=O)[O-])cn2)sc2c1CCC2
    -7	3	13	nt	5	0	9	-8	1.7	11	0.1
- O=C(COC(=O)c1ccccn1)Nc1nc(-c2cccc([N+](=O)[O-])c2)cs1
    7	0	-108	-7	0	2	-40	-5	2.0	-35	0.0
- O=C1C2C3c4ccccc4C(c4ccccc43)C2C(=O)N1/N=C/c1cccc(O)c1 (stereo not given)
    0	0	7	nt	-3	-2	24	4	2.6	0	-0.4
- N#CC1CCN(c2ncccc2[N+](=O)[O-])CC1
    nt	2	1	3	-1	0	-15	11	-0.7	-8	0.0
- CCOC(=O)c1c(NC(=O)/C=C/C(=O)O)sc(C)c1-c1ccc(F)cc1
    -4	0	24	-21	9	13	6	12	-1.7	-18	-0.2
- O=C(O)c1cnn2c(-c3ccccc3)ccnc12
    16	1	9	-1	-1	1	8	9	-0.7	-3	-0.1
- O=S(=O)(N/N=C1/CCCc2ccccc21)c1ccc(Br)cc1
    1	4	4	-3	-4	-1	10	2	-2.3	3	-0.1
- CCOC(=O)C(=Nc1ccc(Cl)cc1)NO
    0	3	3	-19	7	-2	0	9	0.3	-13	-0.2
- COc1cccc(NC(=O)N2CCCC2C(=O)NCc2ccc(Cl)cc2)c1 (stereo not given)
    9	-6	14	-5	-6	-1	9	-2	-0.3	36	-0.2
- COc1ccc(OC)c(/C=N/Nc2nc(C)cc(=O)[nH]2)c1
    5	38	1	-5	-6	-1	-5	17	0.2	4	0.0
- Cc1ccc(C)c(SCc2noc(C(=O)NC(C)C)c2C(=O)O)c1
    -4	-5	12	-4	2	4	-18	9	-0.7	-17	0.8
- N#Cc1c(-c2ccccc2)[nH]c(=S)[nH]c1=O
    4	-2	-14	-4	0	0	-28	6	3.0	-8	-0.3
- Cc1ccc(S(=O)(=O)N2CCC(C(=O)NCC3CC3)CC2)cc1
    -6	-3	3	-7	1	2	1	12	-0.8	-4	0.0
- CC(C)Oc1ccc(N2C(=O)c3ccccc3C2=O)cc1
    nt	-3	-119	nt	-5	-1	-22	-3	1.1	-21	-0.1
- CCCC(c1nnnn1CS(=O)(=O)c1ccc(C)cc1)N1CCN(c2ccc(F)cc2)CC1 (stereo not given)
    10	-1	13	-4	-7	1	15	6	-2.9	-25	0.0
- C=CCOc1ccc(/C=C2\SC(=S)N(NS(=O)(=O)c3ccc(C)cc3)C2=O)cc1
    -1	-8	14	-24	2	1	5	-2	-0.1	-16	0.0
- COc1ccccc1C(=O)NC(C(=O)NCCc1nc2ccccc2[nH]1)=C(C)C
    -4	-5	7	-2	-6	1	14	4	0.1	9	0.0
- COc1ccc(-c2nc(CSCC(=O)N3CCC(C(N)=O)CC3)c(C)o2)cc1OC
    nt	-4	11	-7	16	1	9	nt	2.2	-15	0.0
- O=C(Cc1cccs1)Nc1ccc([N+](=O)[O-])cc1
    0	-4	-12	-5	-1	4	7	-3	0.0	-12	0.0
- c1ccc(-c2csc(NC3CCCCC3)n2)cc1
    1	-4	-308	-2	-10	5	-334	-65	-0.8	-121	-0.2
- Cc1cccc(NC(=O)c2ccc3c(=O)n(CC4CCCO4)c(=S)[nH]c3c2)c1 (stereo not given)
    -12	-23	-61	-4	12	-3	-5	-16	-0.4	-17	0.2
- COc1ccc(OCc2cc(C(=O)N3CCCC(CO)C3)no2)c2ccccc12 (stereo not given)
    -8	6	-194	nt	7	-1	-248	-23	0.2	-111	-0.1
- Cc1nn(-c2ccccc2)c(C)c1/C=C/C(=O)OCC(=O)N(C)C1CCS(=O)(=O)C1 (stereo not given)
    15	0	-12	-2	4	3	-12	-8	1.4	-33	0.1
- CCN(C(=O)CSc1ccc2ccccc2n1)C1CCCCC1
    -9	-7	-37	-5	4	nt	-23	-4	-2.7	-47	0.0
- O=C(NNC(=S)Nc1ccccc1Cl)c1ccncc1
    -5	12	-170	-5	-4	-5	-62	-1	-0.3	-34	0.1
- Cc1ncc(CCl)c2c1OC(C)(C)OC2
    0	5	9	-5	-10	2	4	10	-4.0	-3	0.1
- Cc1cccc(CS(=O)(=O)c2ncc(Cl)c(C(=O)NCc3ccc4c(c3)OCO4)n2)c1
    -1	64*	62*	-2	-4	1	103*	?	-0.2	-1	-0.4
- CCCCCN(C(=O)CCC(=O)OCc1cccc(C(F)(F)F)c1)c1c(N)n(CCCC)c(=O)[nH]c1=O
    5	-3	10	-6	-2	3	28	0	-0.2	17	0.1
- COc1ccccc1-n1cnnc1SCC(=O)Nc1cc(C(C)(C)C)nn1-c1ccccc1
    -11	0	16	nt	-4	2	24	-2	0.3	12	-0.1
- C=C(C)CSCc1nc2ccccc2[nH]1
    -1	-1	-123	-3	-6	-1	-67	-19	-2.0	-6	0.1
- O=C(Nc1nccs1)c1cccc(NC(=O)c2ccco2)c1
    -14	-4	-8	nt	-4	-2	-2	3	1.3	-18	0.3
- CSCCC(NC(=O)c1cc(S(=O)(=O)N2CCOCC2)ccc1F)c1nc2ccccc2[nH]1 (stereo not given)
    0	-5	5	-5	-11	-2	6	-4	0.3	4	-0.1
- CCSc1nnc(NC(=O)CSc2nnc(-c3c[nH]c4ccccc34)n2C)s1
    7	2	9	-9	nt	3	2	-3	1.4	22	-0.1
- CC1(c2nnnn2Cc2ccccc2)CCC(=O)N1c1ccc(N2CCOCC2)cc1 (stereo not given)
    nt	-2	-4	-7	nt	nt	nt	nt	-0.1	-10	-0.1
- O=C(CN1C(=O)NC2(CCCCC2)C1=O)Nc1ccc(Cl)c(S(=O)(=O)N2CCOCC2)c1
    -12	7	-5	-3	-11	-1	13	-6	1.5	9	-0.4
- C/C(=N\OCc1ccccc1)c1c(O)cc(C(C)C)n(-c2ccccc2)c1=O
    1	7	7	-5	3	0	-7	9	-0.5	4	-0.1
- COCCNC(=S)NN=C1CCCCC1
    -8	-4	10	-7	4	5	9	0	1.0	-25	0.9
- Cc1cc(C(=O)NNC(=O)c2cccc(C(F)(F)F)c2)no1
    -4	2	14	-5	-2	0	13	-3	-0.6	1	-0.1
- Cc1c2c(nc3nnnn13)CCCC2
    1	0	7	-6	6	2	12	5	-0.7	28	-0.1
- O=C1Nc2ccc(S(=O)(=O)N3CCCC3)c3cccc1c23
    1	4	-18	nt	-1	-3	-24	3	0.2	-26	-0.2
- Cc1occc1-c1nnc(SCC(=O)NC2CC2)n1C(C)C
    -4	-2	13	-5	-1	1	5	-5	-0.5	11	-0.4
- Cc1cccc(C(=O)Nc2ccc3c(c2)C(=O)N(CC(C)C)C3=O)c1
    -31	-1	-155	-7	0	-1	-201	-70	-0.5	-38	0.6
- C#CCOCCOCCOCCNc1nc(N2CCN(C(=O)CCCCCCCCCCNC(=O)Cn3cc(CCCCCN)nn3)CC2)nc(N2CCN(C(=O)CCCCCCCCCCNC(=O)[C@H](CO)n3cc(CCCSC)nn3)CC2)n1
    -9	-5	9	nt	0	-2	-7	23	-1.1	4	0.6
- O=C(NC(NCc1cccnc1)C(Cl)(Cl)Cl)c1cccc2ccccc12 (stereo not given)
    10	0	23	-14	1	-3	22	2	2.7	-26	0.6
- Cc1nc2ccccc2n1CCC(=O)Nc1cccc(F)c1
    -8	3	-15	0	-1	0	-15	-7	4.7	-9	-0.3
- CCOC(=O)Cc1nnc(NC(=O)COc2ccc(OC)cc2)s1
    -6	-1	5	-6	8	0	5	0	4.6	-9	0.9
- O=C(CSc1nncs1)Nc1ccc(S(=O)(=O)N2CCCC2)cc1
    0	-8	9	-2	-3	-3	5	0	0.8	-3	-0.3
- COc1cc(C2NC(=O)NC(C)=C2C(=O)OCC2CCCCC2)ccc1O (stereo not given)
    -4	1	25	0	-13	-2	18	5	-0.2	-6	0.1
- O=C(CSc1nnc(-c2ccco2)n1Cc1ccco1)Nc1ccccc1
    -8	-1	23	-5	-14	3	5	-1	-3.7	-20	-0.2
- CCOc1ccc(S(=O)(=O)Nc2cccc(C)c2)c2cccnc12
    -5	0	7	-3	-1	4	26	14	-1.3	-20	0.3

Further records:
Each structure is followed by: Vif inh	Granule exo inh	HIF-2a inh	CaV13 FRET inh	PDI inh	NR2E3 ag-1	Peg3 prom inh	MITF TRPM1 inh	iPSC survival up	NR2E3 ag-2	aDG glyco act
- O=C(NCc1ccco1)c1cc2c(s1)CCCCC2
    -5	-6	-242	-12	-4	3	-253	-45	0.7	-85	0.4
- Cn1nc(NC(=O)C(F)(F)F)c2nccnc21
    8	-6	8	-7	2	nt	3	nt	-0.8	-2	-0.2
- CC1(C)CC(=O)C2=C(C1)OC(N)=C(C#N)C2c1ccoc1 (stereo not given)
    3	0	6	-6	8	9	2	7	-0.1	13	-0.2
- CC(=O)c1ccc(NC(=O)COC(=O)CCN2C(=O)c3cccc([N+](=O)[O-])c3C2=O)cc1
    -1	2	-4	-3	3	2	-2	7	0.7	-4	-0.2
- COc1ccc(C2=C(C=O)Cc3ccccc3O2)cc1
    -6	0	-105	-4	4	-3	-44	-120	-0.4	-19	0.1
- CCOC(=O)CN1C(=O)C(CC)Oc2ccccc21 (stereo not given)
    3	-3	9	-7	-12	-2	8	12	-0.7	5	0.1
- CCC(=O)Nc1cccc(C2=NN(c3ccccc3)C(c3ccc(OC)cc3)C2)c1 (stereo not given)
    -13	8	-2	-4	-1	1	7	10	-0.8	14	0.8
- C=CCNc1cnn(-c2ccc(C)cc2)c(=O)c1Cl
    -1	-2	-152	-5	12	0	-189	-110	-0.8	-136	-0.3
- CCCN(CCO)Cc1ccc(Br)cc1
    nt	-2	-11	nt	-1	-1	7	-1	0.4	16	0.5
- CCOC(=O)N1CCC(N2CCN(S(=O)(=O)c3ccc(OC)cc3)CC2)CC1
    6	-2	6	-3	4	-3	2	1	-0.5	25	0.2
- CC1(C)Cc2c(sc(NC(=O)Nc3ccccc3)c2C(N)=O)CO1
    -4	26	-267	-1	3	-3	-205	-68	-0.5	-104	-0.2
- COc1ccc(NC(=O)C2=CC(c3ccco3)=NS(=O)(=O)N2C)cc1OC
    20	2	-1	-5	nt	-2	1	-3	0.6	-1	0.0
- Cc1ccc(Cl)cc1N1CCN(C(=O)Cc2c(C(=O)O)[nH]c3ccc(Cl)cc23)CC1
    -12	0	15	-5	3	1	18	-13	2.2	-42	0.4
- CCn1c(=S)[nH]c2sc3c(c2c1=O)CCCCC3
    -1	-2	-33	-6	-6	17	-19	-8	3.8	-18	-0.2

Screens: PubChem BioAssay, several laboratories
